Compound activity from PubChem.
CHX counter – Cycloheximide Counterscreen for Small Molecule Inhibitors of Shiga Toxin. cell reporter, cycloheximide protein synthesis inhibition counterscreen. max response, %. hit rate 12% among 300,000. AID 2314, 2010; in the data active means max response mostly above about 13%, no sharp cut-off; inactive means mostly below about 14%; further: read at 38.3 µM for the half of the compounds with a filed dose; 0% is about no effect
Pf growth 48h – Primary qHTS for delayed death inhibitors of the malarial parasite plastid, 48 hour incubation. P. falciparum luciferase growth in erythrocytes, 48 h. Potency, µM (doses to about 28.7 µM), without a hit: at the highest dose activity change, negative = inhibition, most hits filed as inhibitors. AID 504832, 2011. hit rate 5.9% among 310,000; further: potency means the concentration at half of the fitted maximal effect; on the % scale 0 is the no-effect control and ±100 the full control effect
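Compounds are pin-transferred into medium, infected erythrocytes (2% hematocrit, 0.1% parasitemia final) are added, and plates sit one parasite generation at 37 C in 5% CO2. Detection reagent is then added and luminescence measured.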
Shiga inhibitor – A qHTS for Small Molecule Inhibitors of Shiga Toxin; Vero cells, Shiga toxin protein synthesis inhibition reporter; hit rate 9.2% among 290,000; inhibition, % at 38.7 µM; in the data active means inhibition mostly above about 28%, no sharp cut-off; inactive means mostly below about 43%; further: 0% is about no effect
TbPYK inhibitor – qHTS of Trypanosoma Brucei Inhibitors; TbPYK enzyme, Kinase-Glo Plus ATP luminescence, 45 min; pyruvate kinase (Trypanosoma brucei), Q57TT1; AID 624173, 2012; hit rate 0.12% among 410,000; Potency, µM (top dose mostly 76.8 µM), inactives show at the highest dose activity, negative = inhibition, hits mostly inhibitors; further: potency means the concentration at half of the fitted maximal effect; on the % scale 0 is the no-effect control and ±100 the full control effect; nearly all actives have a fitted effect of over 50% in size
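Readout: single end-point luminescence (Kinase-Glo Plus, 10 min). Reaction conditions were TbPYK/substrate plus 130 uM ADP, 45 min at RT, pH 7.2 TEA buffer. No-enzyme wells served as controls, and data were normalized before concentration-response fitting.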
LmPK inh – qHTS Assay for Inhibitors of Leishmania Mexicana Pyruvate Kinase (LmPK); Q27686; purified LmPK, Kinase-Glo ATP luminescence, 1 h; Potency, µM (top dose mostly 57.5 µM), for inactives: top-dose activity change, negative = inhibition, usual class: inhibitors; hit rate 0.37% among 290,000; AID 1721, 2009; further: potency means the concentration at half of the fitted maximal effect; on the % scale 0 is the no-effect control and ±100 the full control effect
Target sequence (Q27686 whole entry, looked up): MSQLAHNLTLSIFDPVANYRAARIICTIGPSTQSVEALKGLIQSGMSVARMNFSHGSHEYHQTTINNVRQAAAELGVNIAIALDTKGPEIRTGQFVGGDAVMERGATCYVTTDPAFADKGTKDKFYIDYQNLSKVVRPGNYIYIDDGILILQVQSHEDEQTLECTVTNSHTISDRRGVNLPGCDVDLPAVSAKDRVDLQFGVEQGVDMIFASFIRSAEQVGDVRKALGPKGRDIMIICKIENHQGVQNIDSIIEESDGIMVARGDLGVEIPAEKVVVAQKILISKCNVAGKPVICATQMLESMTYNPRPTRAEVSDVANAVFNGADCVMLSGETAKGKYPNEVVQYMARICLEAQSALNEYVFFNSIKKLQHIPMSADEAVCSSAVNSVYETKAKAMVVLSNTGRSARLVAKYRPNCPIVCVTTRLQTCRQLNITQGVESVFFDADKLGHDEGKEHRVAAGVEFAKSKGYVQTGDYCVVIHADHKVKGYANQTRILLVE
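Screened at intermediate enzyme activity to detect both inhibitors and activators: LmPK at 0.1 nM, with a 0.5 nM enzyme column as activation reference. PEP 0.5 mM, ADP 0.1 mM; ATP detected by luminescence after 1 h.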
Pf growth 96h – Primary qHTS for delayed death inhibitors of the malarial parasite plastid, 96 hour incubation. Potency, µM (highest dose often 28.7 µM), without a hit: at the highest dose activity change, negative = inhibition, usual class: inhibitors. P. falciparum luciferase reporter growth, 96 h. AID 504834, 2011. hit rate 6.9% among 320,000; further: potency means the concentration at half of the fitted maximal effect; on the % scale 0 is the no-effect control and ±100 the full control effect
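Infected RBCs, 2% Hct / 0.05% parasitemia final; luciferase-reporter P. falciparum; cpd 96 h, 37 C, 5% CO2; luciferase detection reagent; luminescence.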
HCV inh – qHTS Assay for Inhibitors of Hepatitis C Virus (HCV); Huh7.5.1 HCVcc-Cre infection, luciferase reporter, 44 h; Potency, µM (doses to about 41.8 µM), without a hit: top-dose activity change, negative = inhibition, hits mostly inhibitors; hit rate 3.4% among 340,000; AID 651820, 2012; further: potency means the concentration at half of the fitted maximal effect; on the % scale 0 is the no-effect control and ±100 the full control effect
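Infectious HCVcc-Cre (~0.5 moi) was added to cells just after compound, with cells seeded 4 h earlier at 1,000 per well. Luciferase activity after 44 h culture reported infection; substrate was incubated 15 min at room temperature before reading.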
An asterisk follows results filed as active; i = inactive; ? = inconclusive; . = no result given; & = joins results of further samples; [ ] = dose if it differs, or a comment. Unless noted, the call rests on the fitted dose curve; in most records, active means well fitted curve in the direction sought with a large enough effect; inconclusive means small, poorly fitted or top-dose-only effect, or another doubt; inactive means no such curve, though single readings can be large; an effect the other way counts as inactive or inconclusive.

SMILES	CHX counter	Pf growth 48h	Shiga inhibitor	TbPYK inhibitor	LmPK inh	Pf growth 96h	HCV inh
Cc1ccc(CSCC(=O)N/N=C/c2cccc(OC3CSC3)c2)cc1	1	0%	-3	-9%	-2%	-11%	11%
O=C(COC(=O)c1cccc(S(=O)(=O)N2CCCC2)c1)Nc1ccccc1C(F)(F)F	.	-22%	.	3%	.	24%	1%
O=C(CN1CCCCC1)Nc1cc(S(=O)(=O)N2CCOCC2)ccc1N1CCCC1	.	-3%	.	1%	.	?	16%
CN1CCN(C(=O)C2CCCN(S(=O)(=O)c3ccc(Br)cc3)C2)CC1 (stereo unspecified)	3	1%	0	-2%	2%	?	?
Cc1ccc(C(=O)COC(=O)c2cc(Cl)nc3ccccc23)cc1	18	.	-1	.	0%	-5%	5%
O=C1C=C(/C=C/c2ccccc2)C[C@@H](c2ccc3c(c2)OCO3)C1	.	-4%	.	5%	.	2%	4%
COc1ccc(NC(=O)c2cc(-c3ccc4c(c3)OCO4)on2)cc1OC	-1	17%	-4	-4%	-1%	?	?
Cc1nn(C)c(C)c1S(=O)(=O)N(CC(=O)NCCN1CCOCC1)c1ccc(C(C)C)cc1	-1	2%	-5	-7%	2%	-26%	6%
O=C(Cc1ccccc1)Nc1ccc(NC(=O)C2CC2)nc1	-2	15%	23	1%	-1%	66%[activator]	17%
O=c1cc(C(F)(F)C(F)F)oc2ccccc12	1	.	-20	1%	-12%	-25%	-1%
COc1ccccc1N1CCN(C(=O)C2CCN(C(=O)c3cccc(Cl)c3)CC2)CC1	13	?	-7	0%	4%	8%	-20%
Cc1cc(C)c(/C=N/n2c(C)cc(C)c(C#N)c2=O)c(C)c1	-4	?	-6	7%	2%	10µM*	-19%
CN(CC(=O)Nc1ccccc1Br)CC(=O)Nc1ccccc1-c1ccccc1	.	?	.	-4%	.	?	?
O=C(Nc1ccc2c(c1)OCO2)C1Cc2ccccc2CN1S(=O)(=O)c1cccs1 (stereo unspecified)	18*	45%[activator]	26	-8%	2%	5%	-17%
C[C@@]12C(=O)N(CC3CC3)CC(=O)N1[C@H](C1CC1)[C@@H]1C(=O)N(c3ccccc3)C(=O)[C@@H]12	-2	21%	-4	-9%	-4%	53%[activator]	8%
COc1ccc(Cl)cc1C(=O)OCC(=O)Nc1cccnc1Cl	.	?	.	4%	.	-1%	13%
O=C(CCCCn1c(=O)c2ccccc2n(CC(=O)Nc2ccc(F)cc2)c1=O)NCc1ccco1	-1	12µM*	15	-4%	4%	?	-23%&-21%
COc1cc(C(=O)Nc2cc(C)ccn2)ccc1OCC(=O)N1CCOCC1	42*	47%[activator]	51*	-2%	-27%	64%[activator]	-2%
C=CCNC(=O)C(C(=O)OCC)C1CCCCC1 (stereo unspecified)	-3	20%	-6	2%	3%	-37%	8%
CC1(C)CCc2cc(-c3ccnc(=S)[nH]3)ccc2O1	42*	-28%	53*	-11%	1%	-70%	-15%
O=C(N/N=C/c1c(Cl)cccc1Cl)c1ccc(F)cc1	3	-12%	22	-6%	5%	-2%	?
CC(=O)NS(=O)(=O)c1ccc(NC(=O)C2c3ccccc3Oc3ccccc32)cc1	-1	12%	-14	-20%	0%	?	4%
CCN(CC)CCN(C(=O)c1ccc2c(c1)OCCO2)c1nc2cc3c(cc2s1)OCO3	-4	7%	-15	1%	-6%	29%	?
O=C(NN=C1CCCC1)c1ccn[nH]1	56*	109%[activator]	104*	-21%	-1%	?	18%
O=C(CCCn1cnc2ccccc2c1=O)Nc1ccccc1F	-2	0%	-5	-7%	1%	-10%	9%

Complete entries, looked up by structure. Order of screens: CHX counter	Pf growth 48h	Shiga inhibitor	TbPYK inhibitor	LmPK inh	Pf growth 96h	HCV inh
Record of C=CCNC(=O)C(C(=O)OCC)C1CCCCC1 (stereo unspecified) → -3	20%	-6	2%	3%	-37%	8%
Record of CC(=O)NS(=O)(=O)c1ccc(NC(=O)C2c3ccccc3Oc3ccccc32)cc1 → -1	12%	-14	-20%	0%	?	4%
Record of O=C1C=C(/C=C/c2ccccc2)C[C@@H](c2ccc3c(c2)OCO3)C1 → .	-4%	.	5%	.	2%	4%
Record of COc1ccccc1N1CCN(C(=O)C2CCN(C(=O)c3cccc(Cl)c3)CC2)CC1 → 13	?	-7	0%	4%	8%	-20%
Record of CN1CCN(C(=O)C2CCCN(S(=O)(=O)c3ccc(Br)cc3)C2)CC1 (stereo unspecified) → 3	1%	0	-2%	2%	?	?

(cont.)
SMILES	CHX counter	Pf growth 48h	Shiga inhibitor	TbPYK inhibitor	LmPK inh	Pf growth 96h	HCV inh
COC(=O)NCC(c1cccnc1)N1CCN(c2ccccc2F)CC1 (stereo unspecified)	0	-1%	-5	-3%	1%	6%	8%
COc1cc(OC)cc(C(=O)NNc2nc3cc4c(cc3s2)OCO4)c1	-1	14%	-6	-19%	4%	-1%	?
Cc1nc(CNS(=O)(=O)c2cc(F)ccc2F)cs1	-3	2%	14	-15%	-2%	29%	19%
CCOC(=O)CC(=O)CSc1nnc2c(n1)[nH]c1ccccc12	20*	19%	70	-5%	4%	162%[activator]	-14%
Cc1nc2[nH]c(=O)c3c(n2n1)NC1=C(C(=O)CC(C)(C)C1)C3c1ccccc1 (stereo unspecified)	-1	-6%	9	2%	2%	-14%	2%
Cn1c(SCC(=O)c2c(N)n(C)c(=O)n(C)c2=O)nnc1-c1ccc(F)cc1	-3	-15%	-6	-5%	-2%	?	5%
Cc1ccc(Nc2nc3c(c(=O)[nH]c(=O)n3C)n2Cc2ccc(F)cc2)cc1	13*	?	26*	1%	1%	-109%	-4%
COc1ccc(C(=O)Nc2ccc(N3CCOCC3)cc2)cc1S(=O)(=O)NC1CCCC1	-1	-7%	-3	-2%	0%	-11%	?
C=CCN1C(=O)/C(=C2/C(=O)N(CC(=O)O)c3ccccc32)S/C1=N/c1nccs1	2	-7%	-6	.	0%	4%	.
O=S(=O)(c1ccc(SCCOc2ccc(Br)cc2)nc1)N1CCCC1	.	?	.	-21%	.	?	5.6µM*
C=CCn1c(COc2ccc(F)cc2)nnc1SC(C)C(=O)NCC1CCCO1 (stereo unspecified)	.	?	.	-7%	.	?	-1%
O=C(CSc1nnc(CNC(=O)c2c(F)cccc2Cl)o1)NCc1ccc2c(c1)OCO2	-2	-1%	-7	7%	5%	?	2%
CC[C@H]1C(c2ccc(F)cc2)=NN(c2ccccc2)[C@@H]1CO	-2	.	i	1%	.	.	-13%
CC(C)Cc1nnc(NC(=O)c2cc(-c3ccncc3)nc3ccccc23)s1	-2	?	-4	-7%	-12%	?	-10%
O=C(Oc1c(Cl)cc(Cl)c2ccccc12)N1CCCCC1	14	.	35	-10%	1%	12µM*	?
O=C(CSCc1cnn(-c2ccccc2)c1-n1cccc1)NCC1CCCO1 (stereo unspecified)	-5	.	-9	-6%	2%	?	-15%
Cc1ccc(CC(=O)Nc2nncs2)cc1	-1	?	-2	2%	-2%	4%	-3%
CNS(=O)(=O)c1ccc(NCC2COc3ccccc3O2)c([N+](=O)[O-])c1 (stereo unspecified)	16*	13%	-5	-7%	0%	-12%	?
Cc1ccc(S(=O)(=O)N[C@@H](Cc2ccccc2)C(=O)N2CCC(C(=O)N[C@H](C(=O)O)C(C)O)CC2)cc1 (stereo partly specified)	-1	18%	-8	7%	-4%	5%	9%
CC1CCN(CC[C@H]2CCCN2S(=O)(=O)c2cccc(O)c2)CC1	.	-28%	.	3%	.	-2%	10%
COc1cccc(CN(C)C(=O)[C@@H](NC(=O)c2ccc(C)cc2)C(C)C)c1	5	-15%	-4	-13%	2%	-15%	?
COc1ccc(OC)c(S(=O)(=O)n2nc(C)cc2C)c1	-2	-6%	-4	-4%	4%	-11%	13%
C/C(=N\Nc1nc2ccccc2[nH]1)c1ccc(C)o1	38*	?	30*	0%	-12%	-12%	7%
O=C(O)c1cn(Cc2ccccc2)c2ccccc2c1=O	-3	-26%	16	-1%	-1%	-24%	17%
O=C(NCc1ccccc1F)c1cccs1	-2	15%	26	-6%	-2%	?	9%
SMILES	CHX counter	Pf growth 48h	Shiga inhibitor	TbPYK inhibitor	LmPK inh	Pf growth 96h	HCV inh
CCc1nnc(NC(=O)CCC(=O)NCC2CCCO2)s1 (stereo unspecified)	-5	1%	-22	1%	4%	8%	3%
O=C1c2[nH]nc(-c3ccccc3O)c2C(c2cccc(Cl)c2)N1CC1CCCO1 (stereo unspecified)	-6	?	-2	3%	2%	69%[activator]	7%
CN(C)CCN=Cc1c(O)n(-c2cccc3ccccc23)c(=O)[nH]c1=O	6	-3%	19	-4%	0%	10µM*	5%
COc1ccccc1N1CCN(Cc2cc(Br)c(O)c3ncccc23)CC1	-5	.	-14	-2%	9%	?	4µM*
O=C(Cc1ccccc1F)Nc1cc(Cl)ccc1N1CCCC1	-3	-27%	-5	-4%	-5%	-12%	-24%
COc1ccc(C(=O)n2c(-c3ccco3)nc3ccccc32)cc1	31*	82%[activator]	37	3%	2%	2.1µM*	-12%
COc1ccc(C(=O)Nc2ccnn2C2CCN(CC3CC=CCC3)CC2)cc1 (stereo unspecified)	1	12%	-8	-9%	0%	?	.
O=C(O)CC(SCc1ccc(C(=O)O)o1)C(=O)O (stereo unspecified)	-3	?	2	2%	2%	-7%	2%
CCOc1cc(CN2CCN(c3ncccn3)CC2)ccc1OC	4	?	-4	4%	-2%	?	2%
N#Cc1ccccc1NC(=S)NC(=O)c1cccnc1	9	3%	-8	8%	1%	?	6%
O=C(NN1C(=O)c2ccccc2NC1c1cccnc1)c1ccccc1 (stereo unspecified)	-3	5%	11	1%	-4%	-26%	23%
CCOC(=O)C1=C(C)NC(SC(C)=O)=NC1c1ccc(OC(C)=O)c(OC)c1 (stereo unspecified)	-2	-10%	-12	-11%	0%	32%[activator]	14%
CCn1c(NC(=O)c2ccccc2)nc2ccccc21	31*	12µM*	86*	0%	3%	10µM*	7%
CCN1C(=O)/C(=C2/Sc3ccccc3N2CC)SC1=S	-2	8%	.	-6%	2%	?	-15%
CN(C)C(=O)Cn1c(SCC(=O)NC2CCCCC2)nc2ccccc21	-1	-10%	-4	1%	2%	26%	13%
Cc1cccc(C(=O)OCC(=O)c2ccc3c(c2)OCO3)c1O	71*	297%[activator]	78*	-1%	-6%	330%[activator]	-16%
COc1cccc(NC(=O)CSc2ccccn2)c1	62*	123%[activator]	70*	-22%	-3%	113%[activator]	2%
CC(C)c1cc(C(=O)N2CCCC(Nc3ccc(F)cc3)C2)n[nH]1 (stereo unspecified)	19*	-10%	16	-9%	10%	17%	.
CCN1CCN(C(c2cc(OC)c(OC)c(OC)c2)c2nnnn2C(C)C)CC1 (stereo unspecified)	5	13%	2	-3%	2%	?	17%
COC1(OC)N=C(N)C2(C#N)C(c3ccc(C)cc3)C12C#N (stereo unspecified)	-4	?	15	-5%	-2%	.	1%
CCOc1ccc(NC(=O)c2ccc(N3CC4CC(C3)c3cccc(=O)n3C4)c(N)c2)cc1 (stereo unspecified)	3	-13%	-2	0%	1%	?	-8%
